High-throughput results from PubChem BioAssay.
Epigenetic derep: Quantitative High-Throughput Screen for Regulators of Epigenetic Control. actives 0.2% (n = 280,000). AID 1865, 2009. murine LDR cells, GFP reporter derepression, 30 h. Potency, µM (titrated, usually from 53.9 µM), inactives show top-dose GFP activation, most hits filed as activators; also: % of control where 0% means no effect; nearly all actives have a fitted effect of over 60% in size
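Murine LDR cells carrying a silenced, genomically integrated CMV-driven GFP reporter were exposed to compound for 30 hours at 37 C. After PBS washes, GFP-positive cells (20–120 um objects) were counted by laser-scanning microplate cytometry.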
SMN2 splice up: qHTS Assay for Enhancers of SMN2 Splice Variant Expression | actives 2.8% (n = 210,000) | Potency, µM (doses to about 46.1 µM), without a hit: at the top dose activity change, positive = activation, most hits filed as activators | AID 1458, 2008 | HEK293 SMN2-luciferase splicing reporter, luminescence, 30-36 h; also: % of control where 0% means no effect; nearly all actives have a fitted effect of over 55% in size
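HEK293 cells carry an SMN2 […]–luciferase reporter in which exon 7 inclusion puts luciferase in frame. Cells were plated 10-12 h before compound addition, then incubated 30-36 h at 37C. ONE-Glo luminescence was read; sodium butyrate at 4.5 mM final served as control.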
* marks the source's active call; other numbers are inactive results; ? = inconclusive; [ ] = dose if it differs, or a comment. Calls follow the shape of the dose curve; as a rule, active = well fitted curve in the direction sought with a large enough effect; inconclusive = small, poorly fitted or top-dose-only effect, or another doubt; inactive = no such curve, though single readings can be large; an effect the other way counts as inactive or inconclusive. Potency is read from the fitted curve at half-maximal effect. Only part of the results is shown, so the mix of outcomes need not match the whole.

SMILES	Epigenetic derep	SMN2 splice up
Cc1ccccc1Nc1nnc(-c2ccc(C)c(S(=O)(=O)N3CCOCC3)c2)c2ccccc12	-0.4%	5%
Cn1cc(-c2cc3n(n2)CCC(=O)N3CC(=O)O)c2ccccc21	-3.2%	2%
Cc1ccccc1NC(=O)Nc1csc2c1CCCC2	0.0%	5%
Cc1c2cnn(CC(=O)N3CCN(c4ccccc4)CC3)c(=O)c2c(C)n1Cc1ccccc1Cl	-4.8%	-1%
Cc1ccc2cc(CN(C)C(=O)c3cccc(Cl)c3)c(=O)[nH]c2c1	-1.9%	8%
CCN1CCOC(=O)C1CC(=O)Nc1ccc(C(C)=O)cc1 (stereo not drawn)	3.2%	5%
CCSc1ncc(Cl)c(C(=O)Nc2sc3c(c2C(=O)NC)CCCC3)n1	7.1µM*	4%
O=C(Cn1c(=O)n(-c2ccccc2)c(=O)c2ccc(C(=O)NCc3ccc4c(c3)OCO4)cc21)Nc1ccc(F)cc1	?	7%
Cc1ccc(NC(=O)CCc2nnc3n(C)c(=O)c4sccc4n23)cc1C	-1.4%	-9%
COc1ccc(CCNC(=O)CCc2c(C)nc3c4cccnc4nn3c2C)cc1OC	2.3%	-1%
CCCn1c(CCCNC(=O)c2ccccc2OC)nc2ccccc21	-0.3%	-7%
Cc1cccc(CCNC(=O)c2cc3c(=O)n(C)c4ccccc4c3n2C)c1	-1.1%	8%
CCn1c(=O)sc2cc(NS(=O)(=O)c3ccc(C)cc3)ccc21	0.4%	-6%
CC(=O)NCCNC(=O)CCCn1c(=O)[nH]c2ccsc2c1=O	0.7%	-2%
Cc1ccc2c(C)c(C(=O)N(Cc3ccc(N(C)C)cc3)Cc3ccco3)oc2c1C	-0.8%	-13%
CCOC(=O)c1c(NC(=O)CSc2cn(CCNC(=O)c3c(F)cccc3F)c3ccccc23)sc2c1CCCC2	3.2%	4%
O=C1CC(c2nc3ccccc3n2Cc2c(F)cccc2Cl)CN1c1cccc(C(F)(F)F)c1 (stereo not drawn)	1.1%	7%
CCCn1c(COc2cccc(C)c2)nc2ccccc21	-4.1%	-14%
Cc1cc(N2CCCCC2)nc2ccc(NC(=O)/C=C/c3ccc(OCCC(C)C)cc3)cc12	1.0%	0%
CCc1ccc(-n2c(=O)c3sc4ccccc4c3n(CC(=O)NCc3ccccc3)c2=O)cc1	-3.1%	8%

Of the compounds above, these have an aryl thioether with sulfur outside any ring:
SMILES	Epigenetic derep	SMN2 splice up
CCSc1ncc(Cl)c(C(=O)Nc2sc3c(c2C(=O)NC)CCCC3)n1	7.1µM*	4%
CCOC(=O)c1c(NC(=O)CSc2cn(CCNC(=O)c3c(F)cccc3F)c3ccccc23)sc2c1CCCC2	3.2%	4%

Some of these compounds in order of heavy-atom count, ascending.
SMILES	Epigenetic derep	SMN2 splice up
CC(=O)NCCNC(=O)CCCn1c(=O)[nH]c2ccsc2c1=O	0.7%	-2%
Cc1ccc2cc(CN(C)C(=O)c3cccc(Cl)c3)c(=O)[nH]c2c1	-1.9%	8%
Cc1ccc(NC(=O)CCc2nnc3n(C)c(=O)c4sccc4n23)cc1C	-1.4%	-9%
CCc1ccc(-n2c(=O)c3sc4ccccc4c3n(CC(=O)NCc3ccccc3)c2=O)cc1	-3.1%	8%

Remaining list, next part:
SMILES	Epigenetic derep	SMN2 splice up
O=c1oc2c(F)cc(F)cc2cc1S(=O)(=O)c1ccc(F)cc1	-1.1%	6%
Cc1cc(S(=O)(=O)n2ccnc2C(C)C)cc([N+](=O)[O-])c1C	-1.1%	28%
O=S(=O)(Nc1nc2n(n1)C(c1ccccc1)C=C(c1ccc(Cl)cc1)N2)c1ccccc1 (stereo not drawn)	-2.1%	3%
Cc1cccc(NC(=O)CN2C(=O)C(c3ccc(F)cc3)=NC23CCCCCC3)c1	-4.8%	6%
COc1cc2oc(=O)c(CC(=O)NCCc3ccccc3)c(C)c2cc1Cl	?	-11%
CCOc1ccc(N(CC)S(=O)(=O)N2CCCC(C(=O)NCCc3ccc(OC)cc3)C2)cc1 (stereo not drawn)	0.0%	-30%[inhibitor]
CCNC(=O)c1c(NC(=O)COc2ccc(F)cc2)sc2c1CCCC2	1.7%	-8%
CCC1CCc2nc3sc(C(=O)Nc4cccc(C(F)(F)F)c4)c(N)c3cc2C1 (stereo not drawn)	3.5%	-6%
Cc1ccc(CNC(=O)c2cn(C)c3ccc(S(=O)(=O)N4CCOCC4)cc3c2=O)cc1	4.7%	-3%
CCOC(=O)C1CCCN(CC(=O)N2CCCc3c2c(=O)oc2ccc(OCc4ccccc4)cc32)C1 (stereo not drawn)	-1.6%	-5%
CC(=O)c1ccc(NC(=O)c2cc3c(=O)oc4ccc(C)cc4c3s2)cc1	-1.1%	-8%
CCn1nc(-c2ccccc2)c(-c2ccccc2)c(C(=O)Nc2ccc(S(N)(=O)=O)cc2)c1=O	-0.9%	12%
COc1ccc(Cn2c(SCc3ccc(C(=O)NCc4cccs4)cc3)nc3ccncc32)cc1	0.0%	15%
CCN(CCCNC(=O)c1cc2c(=O)[nH]c3ccc(C)cc3c2s1)Cc1ccccc1	-2.6%	-13%
Cc1nc2c3ccccc3nc(NNC(=O)CCC(=O)O)n2n1	0.0%	-5%
O=C(CSc1nnc(-c2ccccc2F)o1)N1CCc2ccccc21	-0.2%	2%
NC(=O)Cn1c(=O)n(CCCCCC(=O)NCc2ccc3c(c2)OCO3)c(=O)c2sccc21	-0.7%	-3%
CCCN(C(=O)c1nn(-c2ccc(C)cc2)c(=O)c2c1c1ccccc1n2C)c1ccccc1C	2.3%	4%
COc1ccc(CCNC(=O)Cn2c(=O)c3sccc3n(CC(=O)Nc3cccc(C(F)(F)F)c3)c2=O)cc1OC	0.0%	-14%
COc1ccc(-c2nc3ccccc3s2)cc1NC(=O)c1cc2ccccc2o1	-1.0%	-3%
O=C(Cn1nnnc1-c1ccccc1F)Nc1ccc(OC(F)(F)F)cc1	-2.9%	8%
CCOc1ccc(NC(=O)CSc2nc3ccccc3nc2N2CCOCC2)cc1	9.6%	2%
Cc1cc(C)cc(Oc2nc3ccccn3c(=O)c2/C=C(\C#N)c2nc3ccccc3s2)c1	3.7%	4%
COc1ccc(CCNC(=O)CCc2c(C)nc3c(-c4ccc(F)cc4)c(C)nn3c2C)cc1OC	-1.1%	17%
COCCCNC(=O)c1c(NC(=O)Cc2coc3c(C)c(C)ccc23)sc2c1CCCC2	-1.9%	-1%
COc1cccc(CNC(=O)CCCn2nc(C)n3c(cc4sccc43)c2=O)c1	0.0%	-6%
COc1ccc(CNC(=O)CCc2c(C)c3cc4c(C)coc4c(C)c3oc2=O)cc1OC	7.4%	-1%
Cc1cc(C)c(Cn2c(=O)n(CCCC(=O)NCc3ccc4c(c3)OCO4)c(=O)c3sccc32)c(C)c1	14%	18%
Cc1ccc(C)c(NC(=O)Cn2ncc3c(C)n(Cc4ccc(F)cc4)c(C)c3c2=O)c1	-4.0%	5%
COc1ccc(Cn2c(CCC(=O)Nc3cccc(Cl)c3)nc3cccnc32)cc1	16%	0%
Cc1ccc(NC(=O)CSc2c3c(nc4ccccc24)CCCC3)cc1F	1.5%	-11%
CCc1ccc2oc(C(=O)Nc3cccc(Cl)c3C)cc(=O)c2c1	-1.9%	6%
CC(C)c1ccc2oc(-c3ccc(Cl)c(NC(=O)Cc4ccccc4)c3)nc2c1	2.3%	12%
CCc1cc2c(cc3c(=O)n(CC(=O)NC(C)C)nc(CC)n32)s1	0.0%	2%
CCCCn1c(=O)n(-c2ccc(Br)cc2F)c(=O)c2c3c(sc21)CN(C(C)=O)CC3	2.4%	21%
Cc1ccccc1NC(=O)c1c(C)oc2ccc(O)c(CN3CCCC(C)C3)c12 (stereo not drawn)	0.0%	-10%
CCC(=O)N1CCc2cc(S(=O)(=O)NCCC(=O)Nc3cccc(SC)c3)ccc21	-2.9%	-26%
Clc1ccc(-c2nc3ccccn3c2Nc2ccc3c(c2)OCCO3)s1	4.7%	5%
O=C(OCc1ccccc1Cl)c1ccc(-c2nnn(Cc3ccccc3)n2)cc1	1.1%	2%
CCOC(=O)c1[nH]c2ccccc2c1NC(=O)c1ccc(OCC)cc1	9.3%	23%

Shown as a hit in Epigenetic derep, among the entries above:
SMILES	Epigenetic derep	SMN2 splice up
CCSc1ncc(Cl)c(C(=O)Nc2sc3c(c2C(=O)NC)CCCC3)n1	7.1µM*	4%

Following part:
SMILES	Epigenetic derep	SMN2 splice up
CCOc1ccc(CCNC(=O)Cn2c(-c3cccs3)cc3cc(F)ccc32)cc1OCC	-0.3%	13%
CCC(=O)Oc1c(Sc2ccc(Cl)cc2)c(C)nn1C(C)(C)C	-1.5%	-12%
COc1ccc(CCNC(=O)CCCCn2c(=O)c3ccccc3n(CC(=O)Nc3c(C)cccc3C)c2=O)cc1OC	-0.9%	?
COc1ccc(C(=O)NCc2nnc(SCC(=O)Nc3ccccc3)n2-c2ccccc2)cc1	0.0%	-10%
CCCS(=O)(=O)c1ncc(Cl)c(C(=O)N(Cc2ccccc2)Cc2ccco2)n1	1.9%	-64%[inhibitor]
O=C(NCC1CCN(Cc2cccc(Cl)c2)CC1)Nc1ccc(F)c(Cl)c1	4.4%	-26%
N#C/C(=C\c1ccccc1)c1nc(-c2cc3cc(Br)ccc3oc2=O)cs1	-1.6%	-5%
COc1ccc(NC(=O)c2sc3nc(C)c(C(=O)Nc4ccc(C)cc4C)c(-c4ccccc4Cl)c3c2N)cc1	-0.9%	-8%
COc1ccc2oc(-c3ccc(C)c(NC(=O)COc4cc(C)cc(C)c4)c3)nc2c1	-0.2%	1%
CCOc1ccc(NC(=O)CC2C(=O)N(c3ccc(OC)cc3)C(=O)N2CCC2=CCCCC2)cc1 (stereo not drawn)	1.8%	1%
COc1ccc(CCNc2nc3cc(OC)c(OC)cc3c3nc(-c4ccccc4)nn23)cc1OC	?	-4%
COc1ccc(NC(=O)CSc2cn(CCNC(=O)c3c(F)cccc3F)c3ccccc23)cc1	-1.1%	-5%
CCCS(=O)(=O)c1nc(S(=O)(=O)c2ccc(C)cc2)c(NCC(C)C)s1	-4.7%	-1%
Cc1c(CNCc2ccc(OC(C)C)cc2)c(C(=O)O)c(C)n1Cc1ccc(Cl)cc1	-1.6%	16%
COc1cccc2c1cc1c(=O)n(CC(=O)N3CCN(c4ccccc4)CC3)nc(C)n12	0.0%	-10%
COc1ccc(-n2c(-c3cccc(F)c3)nc3c(cnn3-c3ccc(C)cc3)c2=O)cc1	0.8%	-6%
O=C(CC1C(=O)N(c2ccccc2)C(=O)N1Cc1ccc2c(c1)OCO2)Nc1ccccc1 (stereo not drawn)	-2.5%	4%
Cc1ccc(NC(=O)C(=O)NCc2ccc(Cl)cc2)cc1	0.8%	-16%
COc1ccccc1CN1COc2ccc3c(oc(=O)c4ccccc43)c2C1	?	20%
COc1cccc(CNC(=O)c2cc(-c3cccs3)nc3ccccc23)c1	-0.9%	-7%

Given with bars between the fields: entries from further up.
molecule | Epigenetic derep | SMN2 splice up
CCOc1ccc(CCNC(=O)Cn2c(-c3cccs3)cc3cc(F)ccc32)cc1OCC | -0.3% | 13%
COc1ccccc1CN1COc2ccc3c(oc(=O)c4ccccc43)c2C1 | ? | 20%
CCCS(=O)(=O)c1nc(S(=O)(=O)c2ccc(C)cc2)c(NCC(C)C)s1 | -4.7% | -1%

Going on with the list:
SMILES	Epigenetic derep	SMN2 splice up
O=C(Nc1ccccc1)c1cc2c(-c3ccccc3)nn(-c3ccccc3)c2s1	-1.0%	2%
Cc1nc(SCc2cccc(Cl)c2)nc2c1CCCC2	0.0%	-4%
CC(=O)N1CCc2cc(Br)cc(S(=O)(=O)CCC(=O)Nc3ccc(C)cc3Cl)c21	-1.0%	13%
CCc1nn(CC(=O)NCC(C)c2ccccc2)c(=O)c2cc3c(OC)cccc3n12 (stereo not drawn)	0.8%	1%
O=C1CC(c2ccccc2)Cc2[nH]c(=O)c(-c3nc(-c4ccc(F)cc4)cs3)cc21 (stereo not drawn)	4.4%	4%
Cc1ccccc1Cn1c2ccccc2c2cnn(CC(=O)NCCc3ccc(Cl)cc3)c(=O)c21	-4.8%	1%
CCOc1ccc(-c2cnc(NCc3ccc(C(F)(F)F)cc3)n2C)cc1	-1.1%	-23%
CCN1CCN(C(=O)c2ccc3c(c2)N(Cc2ccc(F)cc2)C(=O)c2ccccc2S3(=O)=O)CC1	1.2%	-11%
COc1cccc(C2C(C(=O)Nc3ccc(Cl)cc3)=C(C)Nc3c(C(=O)Nc4ccccc4)cnn32)c1OC (stereo not drawn)	-1.3%	4%
CC(=O)N1CCc2c(sc3c2c(=O)n(-c2cc(Cl)ccc2C)c(=O)n3C)C1	1.1%	3%
COC(=O)c1c(NC(=O)/C(C#N)=C/c2ccccc2)sc2c1CCC2	-1.6%	-5%
COc1ccccc1NC(=O)C(Cc1ccccc1)NS(=O)(=O)c1ccc2c(c1)c(=O)n(C)c(=O)n2C (stereo not drawn)	-1.6%	-6%
CCOC(=O)c1c(NC(=O)c2cc(-c3ccc(Br)cc3)on2)sc(C(C)=O)c1C	-0.9%	24%
CCOc1ccc(-c2nc(SCC(=O)Nc3ccc4c(c3)OCCO4)c(-c3ccc(F)cc3)[nH]2)cc1	6.3%	-15%
Cc1ccc(CNC(=O)c2cc3c(=O)n4cccc(C)c4nc3s2)cc1	-1.1%	17%
Cc1cccc(Cn2c(CN3CCCC(C)C3)nc3c2c(=O)n(C)c(=O)n3C)c1 (stereo not drawn)	2.4%	6%
COc1ccc(S(=O)(=O)NCCCO)cc1-c1nnc2c3ccccc3c(C)nn12	0.0%	7%
